High-throughput results deposited in PubChem BioAssay by National Center for Advancing Translational Sciences (NCATS).
Menin-MLL TR inh – qHTS Assay for Inhibitors Targeting the Menin-MLL Interaction in MLL Related Leukemias: Competition With Texas Red Labeled MLL-derived Mutant Peptide. Menin + Texas Red MLL mutant peptide, fluorescence polarization. Potency, µM (series often up to 61.6 µM), for the others: at the highest dose FP activity change, negative = inhibition, most hits filed as inhibitors. 0.23% of 270,000 active; active = well fitted inhibition curve with a large enough effect in the polarisation, with a control signal flat, not every such curve was filed as active; inconclusive = small, poorly fitted or top-dose-only effect, or effect the other way, or a change in a side signal; inactive = no such curve, though single readings can be large or run the other way; the % refers to the polarisation; also: potency is read from the fitted curve at half-maximal effect; % of control where 0% means no effect; many of its hits are not listed in these tables
Giardia killer – Small Molecules that selectively kill Giardia lamblia: qHTS; Giardia lamblia trophozoite viability; activity change, % at 7.66 µM, hits read low; 0.15% of 340,000 active; in the data active = activity change below about -80%; inconclusive = between about -30% and that limit;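 also: parasites exposed to compound for two days anaerobically before the ATP read; % is scaled to controls: 0 for no effect and ±100 for the full control effect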
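Compounds were tested on trophozoites seeded at 100 cells/well and held 48 hrs at 37 deg C anaerobically. An ATP-based luminescent kit measured the remaining live cells.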
ELG1 genotox – qHTS screen for small molecules that induce genotoxicity in human embryonic kidney (HEK293T) cells expressing luciferase-tagged ELG1. HEK293T ELG1-luciferase reporter, luminescence, 16 h. Potency, µM (titrated, usually from 46 µM), for the others: at the top dose activity change, positive = activation, hits mostly activators. 1.3% of 330,000 active. AID 504466, 2011; also: potency is read from the fitted curve at half-maximal effect; % of control where 0% means no effect; nearly all actives have a fitted effect of over 60% in size
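Screening used a luciferase reporter fused to human ELG1 in HEK293T cells. Luminescence was read on a CCD plate imager after 16 hr exposure and 30 min ONE-Glo incubation.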
RORgamma inh – qHTS for inhibitors of ROR gamma transcriptional activity; Nuclear receptor ROR-gamma (Mus musculus), P51450; Drosophila S2 Gal4-RORgamma UAS-luciferase reporter, 20 h; Potency, µM (highest dose often 53.6 µM), for inactives: at the top dose activity change, negative = inhibition, most hits filed as inhibitors; 5.4% of 310,000 active; AID 2551, 2010; also: potency is read from the fitted curve at half-maximal effect; % is scaled to controls: 0 for no effect and ±100 for the full control effect; nearly all actives have a fitted effect of over 60% in size
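Drosophila Schneider cells stably carrying a metallothionein-driven Gal4 DBD–ROR gamma fusion and a UAS-Photinus luciferase reporter were exposed to compound for 1 hr, then induced with copper sulfate (700 uM final) for 20 hr at ambient temperature before luminescence reading.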
NPC1 promoter act – qHTS Assay for NPC1 Promoter Activators | Huh7 NPC1 promoter luciferase reporter, 24 h | Potency, µM (titrated, usually from 9.22 µM), inactives show at the top dose activation, actives largely listed as activators | 2.4% of 320,000 active | AID 485313, 2010;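 also: potency is read from the fitted curve at half-maximal effect; % of control where 0% means no effect; nearly all actives have a fitted effect of over 60% in size; reporter is driven by a mutant NPC1 promoter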
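Luminescence from an NPC1 promoter-driven luciferase reporter in stably transfected Huh7 cells was measured after 24 h compound treatment at 37 °C, followed by 10 min ambient incubation with luciferase detection reagent.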
Rab9 promoter act – qHTS Assay for Rab9 Promoter Activators. Huh7 Rab9 promoter-luciferase reporter, luminescence, 24 h. Potency, µM (doses to about 9.22 µM), for inactives: at the highest dose activation, negative = inhibition, most hits filed as activators. 2.8% of 320,000 active. AID 485297, 2010; also: potency is read from the fitted curve at half-maximal effect; % of control where 0% means no effect; nearly all actives have a fitted effect of over 60% in size
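Luminescence read-out: Huh7 cells stably expressing Rab9-luciferase, treated 24 h with compound at 37 °C, then lysed with luciferase reagent for 10 min at ambient before reading.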
PKM2 activator – qHTS Assay for Activators of Human Muscle isoform 2 Pyruvate Kinase | purified PKM2, Kinase-Glo ATP luminescence, activation; response scale: 0% is enzyme alone, no compound | Potency, µM (titrated, usually from 57.5 µM), without a hit: at the top dose activation, hits mostly activators | 0.34% of 260,000 active; also: potency is read from the fitted curve at half-maximal effect; % is scaled to controls: 0 for no effect and ±100 for the full control effect; nearly all actives have a fitted effect of over 55% in size
Target sequence (P14618 whole entry, looked up, canonical isoform): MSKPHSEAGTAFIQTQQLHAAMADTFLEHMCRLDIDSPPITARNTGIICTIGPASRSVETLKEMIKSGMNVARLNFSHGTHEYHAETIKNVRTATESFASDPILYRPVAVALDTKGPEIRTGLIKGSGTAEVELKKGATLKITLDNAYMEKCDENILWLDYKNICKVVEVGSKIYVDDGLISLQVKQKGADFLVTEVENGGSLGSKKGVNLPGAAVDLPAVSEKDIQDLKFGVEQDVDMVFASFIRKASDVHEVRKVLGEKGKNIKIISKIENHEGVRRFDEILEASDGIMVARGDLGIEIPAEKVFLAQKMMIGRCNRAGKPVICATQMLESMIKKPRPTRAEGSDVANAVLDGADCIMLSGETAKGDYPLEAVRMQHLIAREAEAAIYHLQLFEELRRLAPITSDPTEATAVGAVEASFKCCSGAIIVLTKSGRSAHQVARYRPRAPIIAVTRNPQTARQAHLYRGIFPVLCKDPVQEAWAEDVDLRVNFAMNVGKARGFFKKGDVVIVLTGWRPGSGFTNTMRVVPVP
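hPK-M2, >95% pure; 0.1 mM ADP / 0.5 mM PEP final; imidazole pH7.2 buffer w/ 7 mM MgCl2, 50 mM KCl; 1 h RT; Kinase-Glo lum. Intermediate enzyme activity for dual inhibitor/activator qHTS.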
VP16 counter – VP16 counterscreen qHTS for inhibitors of ROR gamma transcriptional activity; Drosophila S2 Gal4-VP16 UAS-luciferase, luminescence, 20 h; Potency, µM (series often up to 53.6 µM), without a hit: top-dose activity, negative = inhibition, most hits filed as inhibitors; 3.5% of 310,000 active; AID 2546, 2010;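 also: Gal4-VP16 expression switched on by copper sulfate through the metallothionein promoter; potency is read from the fitted curve at half-maximal effect; % is scaled to controls: 0 for no effect and ±100 for the full control effect; nearly all actives have a fitted effect of over 50% in size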
BRCA1 expr act – qHTS Assay to Identify Small Molecule Activators of BRCA1 Expression; MCF7-BRCA1-FFLuc reporter, luminescence, 48 h; response scale: scaled: vehicle 0%, 10 µM genistein 100%; Potency, µM (top dose mostly 46.1 µM), for inactives: at the highest dose activation, usual class: activators; 1.1% of 380,000 active; also: potency is read from the fitted curve at half-maximal effect; nearly all actives have a fitted effect of over 80% in size; some results filed as inactive show a strong effect at the top dose
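Reporter cells (MCF7, BRCA1 promoter-firefly luciferase) received library compounds across a concentration series for 48 h. End-point luminescence was measured and concentration-effect curves derived after normalization.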
p53 reactivator – qHTS assay for re-activators of p53 using a Luc reporter. H1299 p53-A138V BP100-luciferase reporter, luminescence, 24 h. 0.063% of 320,000 active. Potency, µM (series often up to 92.2 µM), without a hit: at the top dose activity change, positive = activation, usual class: activators. AID 504706, 2011; also: potency is read from the fitted curve at half-maximal effect; % of control where 0% means no effect; nearly all actives have a fitted effect of over 45% in size
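p53-null H1299 cells stably carrying temperature-sensitive p53-A138V and a BP100-luciferase reporter were pinned with compounds (4-point, 1:5 series) and held 24 hrs at 37 deg C. Luminescence was read 10 min after detection reagent.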
FLuc counter – qHTS profiling assay for firefly luciferase inhibitor/activator using purifed enzyme and Km concentrations of substrates (counterscreen for miR-21 project); Luciferin 4-monooxygenase (Photinus pyralis), P08659; purified FLuc, Km substrates, luminescence inhibition; Potency, µM (top dose mostly 57.5 µM), for the others: at the top dose activity change, negative = inhibition, hits mostly inhibitors; 6.9% of 360,000 active;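 also: potency is read from the fitted curve at half-maximal effect; plate controls were vehicle for no effect and reference inhibitor for full effect; nearly all actives have a fitted effect of over 55% in size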
Target sequence (P08659 whole entry, looked up): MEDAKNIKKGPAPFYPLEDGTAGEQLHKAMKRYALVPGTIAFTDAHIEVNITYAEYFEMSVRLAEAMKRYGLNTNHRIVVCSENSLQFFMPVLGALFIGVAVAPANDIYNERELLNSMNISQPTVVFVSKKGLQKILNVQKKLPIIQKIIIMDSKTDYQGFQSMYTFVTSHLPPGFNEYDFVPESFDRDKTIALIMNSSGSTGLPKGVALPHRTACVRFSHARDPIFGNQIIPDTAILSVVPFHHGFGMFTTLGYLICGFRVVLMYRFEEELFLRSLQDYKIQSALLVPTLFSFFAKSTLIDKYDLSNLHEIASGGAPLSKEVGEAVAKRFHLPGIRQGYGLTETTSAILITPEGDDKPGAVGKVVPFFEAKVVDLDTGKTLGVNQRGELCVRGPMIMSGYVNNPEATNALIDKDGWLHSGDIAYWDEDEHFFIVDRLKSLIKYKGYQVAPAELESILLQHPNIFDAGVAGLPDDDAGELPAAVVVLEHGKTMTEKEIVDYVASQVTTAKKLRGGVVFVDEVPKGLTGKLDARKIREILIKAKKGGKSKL
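Purified P. pyralis luciferase (10nM final) with 10uM D-luciferin and 10uM ATP (Km levels) in 50mM Tris acetate pH 7.5, 10mM Mg acetate, 0.01% Tween-20, 0.05% BSA; qHTS 6-point titration, ~60 µM downward; luminescence read.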
* = called active by the depositor; ? = inconclusive; nt = no result given; & = joins results of further samples; [ ] = remark or other dose. Unless noted, calls follow the shape of the dose curve; as a rule, active = well fitted curve in the direction sought with a large enough effect; inconclusive = small, poorly fitted or top-dose-only effect, or another doubt; inactive = no such curve, though single readings can be large; an effect the other way counts as inactive or inconclusive.

Every second line gives: Rab9 promoter act, PKM2 activator, VP16 counter, Giardia killer, BRCA1 expr act, Menin-MLL TR inh, RORgamma inh, FLuc counter, p53 reactivator, NPC1 promoter act, ELG1 genotox
Cn1cnnc1SCC(=O)Nc1ccc2nc(SCc3cccc4ccccc34)sc2c1
  0%, 3%, 0%, -13, -25%, -7%, ?, -4%, -5%, 1%, -9%
CC1(C)CC(=O)C=C(OC(=O)c2ccc(Cl)cc2)C1
  -5%, 3%, -2%, -9, -24%, -1%, -5%, 1%, -3%, 0%, 0%
CCOC(=O)c1c(NC(NC(=O)C(C)C)C(Cl)(Cl)Cl)sc2c1CCC2 (configuration not stated)
  1%, 0%, 5%, -11, -34%, -1%, ?, -2%, -2%, -2%, -3%
CCOC(=O)c1oc2nc3c(cc2c1N)COC(C)(C)C3
  5%, -4%, 27%, -17, 7.9µM*, -11%, 12%, -5%, 4%, 25%, 3%
CCn1c(SCC(=O)O)nnc1-c1cc2c(C)nn(-c3ccccc3)c2s1
  0%, -7%, -2%, -22, 3%, -18%, 1%, 9.5µM*, 0%, 2%, 1%
Cc1c(N=CN2CCOCC2)c(=O)n(C)c(=O)n1C
  -5%, -18%, 6%, -12, 20%, -22%, 32%, 0%, -10%, 8%, -6%
O=C(C1CCOCC1)N1CCCC(N2CCN(c3cccc(Cl)c3)CC2)C1 (configuration not stated)
  12%, nt, 5%, 15, 14%, nt, 11%, -1%, 0%, -12%, 0%
COCc1[nH]nc2c1C1(CCC3(CC1)OCCO3)C(C#N)=C(N)O2
  -8%, 1%, 7%, -16, 6%, -2%, -8%, 2%, 20%, -5%, 1%
Fc1ccc(NC(=S)N2CCN(C/C=C/c3ccccc3)CC2)c(F)c1
  -5%, 1%, ?, 11, -39%, -1%, -67%, 1%, -4%, -5%, -10%
COc1ccc(-c2nc(CS(=O)(=O)CC(=O)NCCc3ccc(C)cc3)c(C)o2)cc1
  0%, nt, -4%, ?, -2%, nt, -25%, -3%&-5%, -1%, 0%, 1%
O=C(C1=C(O)C(=O)N(CCN2CCOCC2)C1c1cccnc1)c1cc2ccccc2o1 (configuration not stated)
  -3%, 0%, -8%, -4, -3%, 2%, 8%, -2%, -2%, 1%, -5%
O=C(CCN1C(=O)/C(=C/c2cccs2)SC1=S)NNC(=O)c1cccc(O)c1
  -6%, 0%, ?, -9, -7%, ?, ?, -8%, -3%, 2%, -10%
CC1CCc2c(sc(NC(=O)CSc3nc(N)cc(=O)[nH]3)c2C(N)=O)C1 (configuration not stated)
  -4%, nt, nt, -15, -47%, nt, nt, 17µM*, -13%, -7%, -1%
Nc1nc(-c2ccccc2)[nH]c(=O)c1N=O
  -1%, -6%, 4%, 42[activator], -5%, ?, -19%, 5%, 8%, 0%, 0%
CCOC(=O)CC(=O)Nc1cc(Cl)ccc1O
  -4%, -5%, -1%, -7, -12%, 32%[activator], 9%, 1%, -6%, -1%, -2%

Next section; it opens with the 4 that closed the last part.
Every second line gives: Rab9 promoter act, PKM2 activator, VP16 counter, Giardia killer, BRCA1 expr act, Menin-MLL TR inh, RORgamma inh, FLuc counter, p53 reactivator, NPC1 promoter act, ELG1 genotox
O=C(CCN1C(=O)/C(=C/c2cccs2)SC1=S)NNC(=O)c1cccc(O)c1
  -6%, 0%, ?, -9, -7%, ?, ?, -8%, -3%, 2%, -10%
CC1CCc2c(sc(NC(=O)CSc3nc(N)cc(=O)[nH]3)c2C(N)=O)C1 (configuration not stated)
  -4%, nt, nt, -15, -47%, nt, nt, 17µM*, -13%, -7%, -1%
Nc1nc(-c2ccccc2)[nH]c(=O)c1N=O
  -1%, -6%, 4%, 42[activator], -5%, ?, -19%, 5%, 8%, 0%, 0%
CCOC(=O)CC(=O)Nc1cc(Cl)ccc1O
  -4%, -5%, -1%, -7, -12%, 32%[activator], 9%, 1%, -6%, -1%, -2%
OCC[C@@H]1C[C@@H](O)[C@H](O)[C@]2(OCc3ccccc32)O1
  -4%, -1%, -3%, 55[activator], -1%, 3%, 5%, 2%, nt, -1%, 4%
COc1ccc(CN2C3CCC2CC(NC(=O)c2cccc(F)c2)C3)cc1 (configuration not stated)
  3%, -5%[11.5 µM], -6%, 3, -2%, -6%, -39%, -1%, 1%, -5%, -3%
CCOC(=O)C1CCCN(Cc2sccc2C)C1 (configuration not stated)
  13%, 2%, 7%, -6, 3%, -7%, 0%, 12%, -1%, 0%, 3%
Cc1nn(Cc2ccccc2Cl)c2sc(C(=O)NCCCn3ccnc3)cc12
  0%, -12%, -18%, -5, -40%, 3%, 38%, 1%, -5%, 4%, -13%
O=C(Nc1nc2ccc(SC(F)F)cc2s1)c1ccc2c(c1)S(=O)(=O)c1ccccc1C2=O
  -9%, 3%, -58%, nt, nt, -16%, -26%[10 µM], -15%, 2%, -6%, -2%
O=C(Nc1ccc(F)cc1)NC1(C(=O)NCc2ccco2)CCCCC1
  1%, 0%, -3%, 4, 10%, 4%, ?, 5%, 3%, -4%, -3%
O=[N+]([O-])c1ccc(-c2nnc(-c3ccccc3)c(NCCCO)n2)cc1
  2%, -2%, 12%, 23, 43%, -6%, ?, ?, -10%, 5%, 2%
Cc1ccc(C2(C(F)(F)F)NC(=O)N3C(=C2C#N)Nc2ccccc23)cc1 (configuration not stated)
  -1%, 2%, 5%, 7, -15%, -25%, -14%, -1%, -4%, -2%, 8%
COc1ccc(CN2CC(C(=O)NCCCN3CCCCC3)CC2=O)cc1 (configuration not stated)
  -1%, nt, 2%, 14, -1%, 3%, -10%, 0%, 2%, -2%, 0%
CCO[C@@H]1OC(C(=O)N2CCN(C)CC2)=C[C@H](C2CCCCC2)[C@H]1CCCO
  -4%, 1%, -3%, 10, 10%, -19%, 13%, 1%, 4%, -6%, 3%
O=C(c1cccc(Cl)c1)N1CCCC(C(=O)N2CCN(c3ccccc3)CC2)C1 (configuration not stated)
  -2%, 0%, 1%, 1, -3%, -11%, 2%, 1%, 5%, -3%, -4%
CCC1(C(=O)OC)NC(c2ccco2)C2C(=O)N(c3ccc(C)cc3)C(=O)C21 (configuration not stated)
  -10%, 0%, 5%, 6, 7%, 10%, -2%, 0%, 20%, -5%, 0%
Cc1cccc(NC(=O)CNC(=O)Cn2cc(C(F)(F)F)cc(Cl)c2=O)c1C
  -3%, nt, nt, -18, 23%, nt, nt, -1%, 0%, 1%, 5%
CC(C)CNC(=O)CSc1nc2scc(-c3ccccc3)c2c(=O)[nH]1
  -8%, 4%, -10%, -16, -16%, -22%, 24%, 8%, -4%, -1%, -3%
Cc1csc(C(=O)O)c1NC(=O)c1cccc([N+](=O)[O-])c1
  -2%, -6%, -1%, 14, -1%, 0%, 19%, -10%, 8%, -3%, 0%
CC(=O)c1cnc(Nc2ccc(C)cc2)s1
  ?, -1%, 25%[10 µM], -2, 61%, 5%, -14%, ?, 18%, 23%, ?
COc1cccc(NC(=O)c2ccc3c(SCC(=O)O)c4c(nc3c2)CCCC4)c1
  -3%, 3%, 4%, 0, -5%, 28%, 8%, ?, -1%, -5%, -1%
N#CC1=C(N)Oc2n[nH]c(-c3ccc(F)cc3)c2C1c1cccnc1 (configuration not stated)
  2%, -4%, 0%, 2, -53%, 0%, 12%, 0%, 8%, 2%, 3%
Cc1ccc(OCC(=O)NCCc2nc3ccccc3[nH]2)c(C)c1
  -6%, ?, -6%, 0, -4%, -12%, 1%, -20%, -1%, -4%, -2%
C=CCN(C(=O)Nc1ccc(OC)cc1)c1nnc(-c2ccncc2)s1
  2%, 2%, -11%, -18, -21%, -35%, ?, -13%, nt, 4%, -10%

The list is partial, so the mix of outcomes need not match the whole.
